EPAC1 ag: activates human EPAC1 exchange factor. EPAC1 agonist qHTS, biochemical assay; response scale: 100% = response to 6.5 mM cAMP. Potency, µM (titrated, usually from 154 µM), inactives show at the top dose activation, usual class: activators. O95398. hit rate 0.073% among 360,000; also: potency is read from the fitted curve at half-maximal effect; nearly all actives have a fitted effect of over 60% in size
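Read-out is the fluorescence drop as BODIPY-GDP leaves Rap1B (480 nm excitation, 540 nm emission), recorded every 5 minutes over 30 minutes. Reactions held 100 nM EPAC1, 250 nM Rap1B–BODIPY-GDP and 50 uM GDP, with 6.5 mM cAMP setting full activation.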
PLK1 PBD inh: PLK1 (human) polo-box domain binding inhibition; Plk1 PBD binding of FITC phosphopeptide, fluorescence polarization; Potency, µM, without a hit: max response, negative = inhibition, actives largely listed as inhibitors; hit rate 2.8% among 360,000; AID 720504; also: potency is read from the fitted curve at half-maximal effect; series mostly up to about 57 µM; % is scaled to controls: 0 for no effect and ±100 for the full control effect; nearly all actives have a fitted effect of over 65% in size
EPAC1 antag: EPAC1 (human) antagonism | EPAC1 GEF assay, Rap1b-BODIPY-GDP exchange fluorescence | Potency, µM (titrated, usually from 115 µM), for the others: top-dose activity change, negative = inhibition, usual class: inhibitors | hit rate 0.14% among 360,000 | O95398;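 also: potency is read from the fitted curve at half-maximal effect; plate controls were vehicle for no effect and positive control for full effect; nearly all actives have a fitted effect of over 50% in size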
WRN helicase inh: blocks human WRN helicase; WRN helicase unwinding, fluorescent forked duplex, kinetic; hit rate 0.46% among 360,000; Q14191; Potency, µM (top dose mostly 114 µM), inactives show at the top dose activity change, negative = inhibition, actives largely listed as inhibitors; AID 651768; also: potency is read from the fitted curve at half-maximal effect; % is scaled to controls: 0 for no effect and ±100 for the full control effect; nearly all actives have a fitted effect of over 55% in size
Target sequence (Q14191 whole entry, looked up): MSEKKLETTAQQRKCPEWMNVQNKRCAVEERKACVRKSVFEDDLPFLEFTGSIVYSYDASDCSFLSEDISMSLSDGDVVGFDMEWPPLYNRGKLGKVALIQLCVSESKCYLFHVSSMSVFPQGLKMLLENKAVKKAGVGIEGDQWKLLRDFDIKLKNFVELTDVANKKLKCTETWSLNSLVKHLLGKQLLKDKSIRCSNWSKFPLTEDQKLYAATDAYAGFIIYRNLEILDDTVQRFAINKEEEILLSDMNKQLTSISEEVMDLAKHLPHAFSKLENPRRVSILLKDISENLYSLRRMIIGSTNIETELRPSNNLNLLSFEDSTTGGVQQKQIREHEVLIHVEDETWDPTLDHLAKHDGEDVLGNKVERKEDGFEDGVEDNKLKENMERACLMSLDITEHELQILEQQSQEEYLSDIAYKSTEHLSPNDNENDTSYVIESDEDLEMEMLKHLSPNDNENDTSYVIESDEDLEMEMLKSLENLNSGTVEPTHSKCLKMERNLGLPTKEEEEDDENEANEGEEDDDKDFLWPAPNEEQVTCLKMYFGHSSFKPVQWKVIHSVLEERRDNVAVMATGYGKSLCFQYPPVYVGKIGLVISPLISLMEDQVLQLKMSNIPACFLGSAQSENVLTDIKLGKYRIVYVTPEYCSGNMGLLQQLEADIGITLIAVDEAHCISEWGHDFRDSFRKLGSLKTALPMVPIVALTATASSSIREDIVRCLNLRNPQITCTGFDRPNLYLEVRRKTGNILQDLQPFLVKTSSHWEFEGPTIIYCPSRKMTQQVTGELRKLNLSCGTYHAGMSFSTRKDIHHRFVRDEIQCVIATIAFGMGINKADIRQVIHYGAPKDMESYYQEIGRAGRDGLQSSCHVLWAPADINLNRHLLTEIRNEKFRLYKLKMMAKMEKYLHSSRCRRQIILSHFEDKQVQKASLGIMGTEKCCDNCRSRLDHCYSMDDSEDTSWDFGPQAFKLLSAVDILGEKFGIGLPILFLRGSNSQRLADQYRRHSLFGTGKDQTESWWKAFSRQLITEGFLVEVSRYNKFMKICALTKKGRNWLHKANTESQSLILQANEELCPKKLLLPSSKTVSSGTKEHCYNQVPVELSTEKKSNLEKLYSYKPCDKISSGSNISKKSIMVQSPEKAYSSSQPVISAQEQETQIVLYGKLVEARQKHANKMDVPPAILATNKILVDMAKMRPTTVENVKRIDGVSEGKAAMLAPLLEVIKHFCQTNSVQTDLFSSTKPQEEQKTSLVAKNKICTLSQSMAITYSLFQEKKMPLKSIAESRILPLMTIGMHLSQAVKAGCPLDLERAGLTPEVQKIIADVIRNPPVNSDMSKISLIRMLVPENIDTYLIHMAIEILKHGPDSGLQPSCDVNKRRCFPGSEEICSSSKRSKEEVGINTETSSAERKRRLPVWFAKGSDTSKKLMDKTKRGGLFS
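WRN at 20 nM final preincubated with compound 15 min at room temperature; reaction started with 100 nM fluorophore/quencher forked duplex oligonucleotide and 2 mM ATP final. Unwinding followed kinetically by red fluorescence (ex 525, em 598 nm).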
PI5P4K alpha inh: PI5P4K alpha (human) kinase inhibition. max response, %. hit rate 1.2% among 330,000. P48426. PI5P4Kalpha enzyme, ADP-Glo luminescence, 60 min; active compounds read low; active = max response of -50% or lower; inconclusive = between -30% and -50%; inactive = -30% or higher; also: value at the top dose of about 77 µM; % is scaled to controls: 0 for no effect and ±100 for the full control effect
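Human PI5P4Kalpha with substrate in 0.038 M HEPES pH 7.4, 0.28 mM EGTA, 0.1% CHAPS, 5% DMSO; reaction started with 5 microM ATP (final), 60 min at room temperature. ADP formed read by ADP-Glo luminescence.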
CCT modulator: changes cytosolic chaperonin activity. activity change, % (concentration not given with the values), hits read low. hit rate 0.3% among 360,000. purified chaperonin ATPase assay, HTRF ADP detection, 30 min; in the data active = activity change below about -30%; also: % is scaled to controls: 0 for no effect and ±100 for the full control effect
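ATPase activity: ADP formed was measured by HTRF Transcreener (665/615 nm ratio) after 30 min at 37 deg C with 10 uM ATP. Compounds screened at one 76 uM concentration against 40 or 20 nM TRiC in Tris pH 7.4/KCl/MgCl2/DTT buffer.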
EPAC2 agonist: agonists of human EPAC2 (RAPGEF4); Potency, µM (titrated, usually from 154 µM), for the others: at the highest dose activation, most hits filed as activators; hit rate 0.079% among 360,000; EPAC2 activation, biochemical qHTS; response scale: 100% = 6.5 mM cAMP response; also: potency is read from the fitted curve at half-maximal effect; nearly all actives have a fitted effect of over 50% in size
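Nucleotide exchange monitored as fluorescence drop when BODIPY-GDP leaves Rap1B. Reaction: 100 nM EPAC2, 250 nM RAP1B-BODIPY-GDP, 50 uM GDP, room temperature, kinetic read over 30 min. Activity expressed relative to 6.5 mM cAMP.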
IL-2 act: activators of IL-2. AID 652025. hit rate 0.065% among 360,000. activation, % (series mostly up to about 46 µM). IL-2 activation reporter assay, cell-based qHTS; stimulated with anti-CD3/CD4/CD28 beads; in transgenic mouse T cells; in the data active = activation above about 50%; inconclusive = mostly about 30% to 49%; also: 0% is about no effect
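Readout is EGFP and DsRed signal by fluorescent plate cytometry after 18 h at 37 degrees C. Transgenic mouse T cells (750/well) received compound for 60 min before bead stimulation (anti-CD3, anti-CD4, anti-CD28); memory T cells served as non-tolerant control.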
Active calls of the source: *; u = inconclusive; x = no result given; [ ] = remark or other dose. Unless noted, calls follow the shape of the dose curve; as a rule, active = well fitted curve in the direction sought with a large enough effect; inconclusive = small, poorly fitted or top-dose-only effect, or another doubt; inactive = no such curve, though single readings can be large; an effect the other way counts as inactive or inconclusive. These rows are one share of the data. The share of hits here may be higher or lower than overall.

SMILES	EPAC1 ag	PLK1 PBD inh	EPAC1 antag	WRN helicase inh	PI5P4K alpha inh	CCT modulator	EPAC2 agonist	IL-2 act
CC(=O)OC[C@@H]1CN(Cc2ccccc2)C[C@H](n2cnc3c(NCc4ccc(F)cc4)ncnc32)O1	2%	-6%	-13%	-7%	0	0.2	6%	-0.8
COc1ccccc1N1CCN(C(=O)CSc2nc(-c3ccccc3)cc(=O)[nH]2)CC1	11%	-8%	-9%	-20%	4	0.7	2%	-0.3
Cc1cccc(-n2cc(CN3CCN(C(=O)c4ncn[nH]4)CC3)c(-c3cccc(F)c3)n2)c1	-10%	3%	-8%	-1%	2	1.0	-13%	-0.6
COc1cccc(-c2cnc3c(NC=O)cc(-c4cccc(C(=O)N(C)C)c4)cn23)c1	-14%	u	-16%	2%[57.1 µM]	u	-1.1	-4%	0.5
CCOC(=O)Cn1c(=O)oc2cc(S(=O)(=O)N3CCN(C(=O)c4ccco4)CC3)ccc21	-14%	7%	26%	-6%	0	3.2	-10%	-0.5
CN(C)c1ccc(O)c2c1CC1CC3[C@@H](N(C)C)C(=O)C(C(N)=O)=C(O)[C@]3(O)C(=O)C1=C2O (stereo partly specified)	-16%	-22%	-20%	-18%	u	-1.2	2%	0.1
Cc1ccc(-n2cc(C(=O)O)c(=O)cc2C)c(C)c1	-3%	2%	8%	2%	2	-3.8	-3%	0.8
COc1ccc(C(=O)NC(=S)Nc2ccccc2N2CCOCC2)cc1Br	15%	-23%	-11%	3%	-1	-1.5	-2%	-0.4
Cc1ccc(C(=O)CN(Cc2ccccc2)C2=NCCS2)cc1	4%	-14%	-7%	7%	0	-0.8	3%	-2.7
Cc1ccccc1Nc1nnc(SCC(=O)NC2CCCc3ccccc32)s1 (stereo unspecified)	3%	3%	-8%	1%	-5	1.5	3%	-0.3
Cc1cc(CO)nn1-c1ccc([N+](=O)[O-])cc1	6%	-5%	2%	4%	-1	-1.2	6%	0.3
O=[N+]([O-])c1ccc(N/N=C/c2cn(Cc3ccc(F)cc3)c3ccccc23)nc1	7%	0%	-12%	-10%	12	-1.1	-7%	-0.6
O=C(Nc1cccc(-c2cscn2)c1)C1CCN(Cc2ccsc2)CC1	3%	-12%	-14%	1%	0	-16	8%	-0.8
Cc1ccccc1-c1nc(CS(=O)(=O)CC(=O)NCCN2CCCC2)c(C)o1	-2%	0%	-2%	2%	10	0.2	13%	-0.5
COc1ccccc1CCn1cnc(Cc2cccc(F)c2)c1C(C)C	-9%	0%	-5%	-5%	-3	1.3	12%	-1.0
CCC1CN(C(=O)N2CCC(C(=O)Nc3ccccc3OC)CC2)c2ccccc2O1 (stereo unspecified)	-5%	27µM*	-1%	3%	-22	0.2	0%	-4.9
COCCCN1C(=O)C(=O)/C(=C(/O)c2ccc(S(=O)(=O)N3CCCCC3)cc2)C1c1ccc(O)c(OC)c1 (stereo unspecified)	3%	-13%	-21%	-5%	0	-2.0	0%	0.6
CCOc1ccc2[nH]c(=O)c(CN(Cc3cccs3)Cc3nnnn3C(C)(C)C)cc2c1	4%	-3%	12%	-6%	x	0.4	6%	-0.7
CC(OC(=O)/C=C/c1ccc2ccccc2n1)C(=O)NCc1ccccc1 (stereo unspecified)	-7%	1%	0%	-6%	-2	-2.1	-2%	-1.6
C=CCNc1nc(Cl)nc(NCc2ccco2)n1	0%	5%	-16%	7%	-7	1.2	8%	1.3
CCc1cc2cccc(C)c2nc1SCC(=O)NNC(=O)c1ccco1	3%	-4%	3%	-11%	x	-2.2	12%	2.5
CCOC(=O)c1c(N)sn(-c2ccccc2C)c1=S	12%	5.3µM*	0%	u	u	-3.3	1%	0.0
COc1ccnc(CN(C)C(=O)C2CCC(=O)N(Cc3cccc(C(F)(F)F)c3)C2)c1 (stereo unspecified)	-14%	0%	-9%	-5%	-2	-0.3	0%	-0.8
O=C(c1ccc(Cl)cc1)N(Cc1ccccc1F)N1C(=O)CCCC1=O	2%	-14%	-11%	-9%	-3	0.9	6%	1.5
CC(NC(=O)c1ccc(C(=O)c2ccccc2)cc1)c1ccc(S(N)(=O)=O)cc1 (stereo unspecified)	5%	-21%	-15%	-16%	-5	-2.3	10%	-1.0

Other records follow.
SMILES	EPAC1 ag	PLK1 PBD inh	EPAC1 antag	WRN helicase inh	PI5P4K alpha inh	CCT modulator	EPAC2 agonist	IL-2 act
Cc1nonc1OCCNC(=O)C12CC3CC(CC(C3)C1)C2	0%	-8%	7%	-2%	x	-13	7%	-3.1
CCOC(=O)c1ccc(NC(=O)Cn2cnc3cc(C)c(C)cc32)cc1	-15%	7%	-8%	1%	8	-0.7	-2%	-3.6
CCOc1ccc(C2C(C#N)=C(N)N(N(C)C)C3=C2C(=O)CCC3)cc1 (stereo unspecified)	14%	-5%	-16%	3%	-2	-0.5	11%	-2.0
COC(=O)c1sccc1NC(=O)C1CC=CCC1C(=O)O (stereo unspecified)	5%	-4%	0%	-7%	-5	-0.1	1%	2.9
CCOC(=O)Nc1ccc(S(=O)(=O)Nc2cc(C)on2)cc1	3%	1%	18%	-1%	x	-1.5	-14%	-2.6
COC(=O)c1ccc(NC(=O)NC2CCCCC2)cc1	-6%	-4%	2%	-14%	4	-0.3	-14%	0.4
CC(C(=O)Nc1ccc2c(c1)OCCO2)N1Cc2ccccc2C1=O (stereo unspecified)	-5%	-11%	-28%	-3%	-1	-1.4	9%	-2.8
Cc1oc2cc3oc(=O)cc(C)c3cc2c1C	-7%	0%	6%	6%	-1	-4.9	1%	-0.9
Cc1ccc(CSC2=Nc3ccccc3C3=NC(CC(=O)NCc4ccco4)C(=O)N23)cc1 (stereo unspecified)	11%	-21%	-5%	-20%	u	-1.1	8%	0.0
CC(=O)NNC(=S)Nc1cc(S(=O)(=O)N(C)C)ccc1C	-6%	-6%	-3%	7%	2	3.6	3%	-2.3
Cc1cccc(-n2ncc3c2CCCC3NC(=O)Cc2c(C)noc2C)c1C (stereo unspecified)	0%	-5%	8%	12%	2	-1.8	3%	-2.8
CC1=CC(=O)C=CC1=Nc1ccc(N(C)C)cc1	-9%	u	-12%	-2%[57.1 µM]	-95*	0.2	-9%	-0.7
Cc1cc(C)c(C#N)c(SCCS(=O)(=O)c2ccc(C(C)(C)C)cc2)n1	3%	-12%	-9%	9%[57.1 µM]	-2	-3.7	4%	-3.4
C=CCOc1ccc(C2C(C#N)=C(N)N(Nc3ccccc3)C3=C2C(=O)CC(C)(C)C3)cc1OC (stereo unspecified)	5%	3%	-17%	-2%	-4	-3.5	6%	0.1
Cc1cccc(OCCSc2nc3ncnc(N)c3[nH]2)c1	1%	-22%	-4%	9%	0	-0.9	7%	0.0
O=C1CC(c2ccccc2)=Nc2ccccc2N1	10%	0%	9%	-6%	x	-3.8	1%	-0.2
CCCn1c(N)c(C(=O)COC(=O)COc2ccc(Cl)c(C)c2)c(=O)n(C)c1=O	5%	1%	-10%	-7%	-2	2.6	-4%	-0.6
CC(=O)c1ccc(OCc2cc(C(=O)N3CCCCC3c3cccnc3)no2)cc1 (stereo unspecified)	2%	-3%	-5%	-5%	10	0.0	17%	-0.9
N#CNC(=Nc1ccc(F)cc1)SCc1ccccc1	-3%	-8%	-1%	-2%	-2	4.3	17%	-0.6
COC(=O)[C@@]1(Cc2ccc(OC)cc2)[C@H]2c3cc(C(=O)N(C)C)n(Cc4c(CO)[nH]cc(C)c4=O)c3C[C@H]2CN1C(=O)c1ccccc1	4%	11%	-27%	-10%	5	-1.1	-1%	-0.3
CCC(CC)c1nnc(NC(=O)c2ccco2)s1	-2%	21µM*	-11%	-7%	0	1.1	0%	-2.7
Cc1c(Cl)cccc1NC(=O)CSc1nnc(C)n1-c1ccccc1	4%	2%	3%	-7%	x	-0.9	7%	-0.5
O=[N+]([O-])c1ccc(C(O)CN2CCN(Cc3ccccc3)CC2)cc1 (stereo unspecified)	4%	1%	10%	-4%	0	-0.2	2%	0.4
Cn1c(=O)[nH]c(=O)c2c1nc(N1CCOCC1)n2CC(O)COc1ccc2ccccc2c1 (stereo unspecified)	5%	u	1%	13%	-9	-0.9	-5%	-2.1
Cc1cccc(C2N=C(N)Nc3nc4ccccc4n32)c1 (stereo unspecified)	4%	-7%	-21%	-20%	0	0.9	6%	0.1

Additional structures.
SMILES	EPAC1 ag	PLK1 PBD inh	EPAC1 antag	WRN helicase inh	PI5P4K alpha inh	CCT modulator	EPAC2 agonist	IL-2 act
COc1ccc(NC(=O)N2CCCC(C(=O)Nc3cccc(C)c3C)C2)cc1 (stereo unspecified)	-5%	-1%	-8%	7%	-4	-0.7	1%	0.4
COc1ccc(C)cc1NC(=O)ON=C1CCCCC1	-1%	1%	-4%	-1%[57.1 µM]	2	0.4	5%	-0.5
Cc1ccc(-c2ccc3c(c2)O[C@H](CN(C)C(=O)CC2CC2)[C@H](C)CN([C@@H](C)CO)S3(=O)=O)cc1	-8%	-12%	-6%	-11%	0	1.9	4%	2.3
O=C(COc1ccccc1)N1CCN=C1SCc1cccc(F)c1	-1%	-12%	-10%	-14%	1	-0.1	10%	-0.3
O=C(N/N=C/C(Cl)=C/c1ccccc1)c1ccccc1F	2%	-7%	u	-4%	0	0.1	15%	1.6
CCN(Cc1ccncc1)Cc1cn[nH]c1-c1cc(OC)c(OC)c(OC)c1	2%	-7%	u	7%[57.1 µM]	-6	-0.6	5%	-2.1
CC(CN1CCN(Cc2ccccc2)CC1)OC(=O)c1ccco1 (stereo unspecified)	9%	-21%	-26%	5%	-4	0.3	6%	0.7
NC(=O)c1ccc(N=C2C(=O)Nc3ccc([N+](=O)[O-])cc32)cc1	3%	u	u	4%	5	0.8	5%	-0.1
CCCn1nc(C(=O)N2CCN(S(=O)(=O)c3ccc(C)c(C)c3)CC2)c2ccccc2c1=O	17%	-4%	-1%	-8%	4	0.8	9%	1.6

3 entries from above, arranged by the number in EPAC2 agonist, highest first.
SMILES	EPAC2 agonist
Cc1cc(CO)nn1-c1ccc([N+](=O)[O-])cc1	6%
COc1ccc(C)cc1NC(=O)ON=C1CCCCC1	5%
COc1ccc(NC(=O)N2CCCC(C(=O)Nc3cccc(C)c3C)C2)cc1 (stereo unspecified)	1%

Bioassay records: PubChem, National Center for Advancing Translational Sciences (NCATS)
